Compound activity from PubChem.
D2 PAM: positively modulates the human D2 dopamine receptor allosterically; P14416; HEK293 T-REx D2, calcium flux, EC20 dopamine potentiation; potentiation, % at 10 µM; 340,000 tested, 0.34% active; AID 485347;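 active means potentiation over 3 SD above the plate norm, cut at about 30% in these data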; further: 0% is about no effect
Target sequence (P14416 whole entry, looked up): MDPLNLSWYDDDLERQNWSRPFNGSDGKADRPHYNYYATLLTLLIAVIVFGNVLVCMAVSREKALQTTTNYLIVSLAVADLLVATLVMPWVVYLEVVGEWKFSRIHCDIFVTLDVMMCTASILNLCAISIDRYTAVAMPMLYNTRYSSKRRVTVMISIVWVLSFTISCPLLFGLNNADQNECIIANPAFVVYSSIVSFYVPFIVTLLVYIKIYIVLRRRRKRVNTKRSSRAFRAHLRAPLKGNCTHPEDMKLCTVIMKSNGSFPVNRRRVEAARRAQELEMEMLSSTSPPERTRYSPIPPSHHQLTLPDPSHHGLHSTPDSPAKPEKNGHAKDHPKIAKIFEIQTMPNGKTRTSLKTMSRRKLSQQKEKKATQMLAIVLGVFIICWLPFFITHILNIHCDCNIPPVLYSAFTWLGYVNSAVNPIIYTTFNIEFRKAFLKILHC
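Tetracycline-induced HEK293 T-REx cells force-coupled to calcium signalling expressed D2; compounds were pin-added after a 10 s baseline, read kinetically 180 s, then an EC20 dopamine challenge followed with a further 180 s calcium read.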
D2 ag: D2 dopamine receptor (human) agonism; P14416; HEK293 T-REx D2 cells, calcium flux agonist mode; activation, % at 2 µM; 340,000 tested, 0.53% active; AID 485358;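 active means activation over 3 SD above normal in the single-dose calcium agonist read, cut at about 30% in these data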; further: 0% is about no effect
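Agonism is scored from calcium flux in a force-coupled, inducible HEK293 cell line expressing D2, read kinetically for 180 s after compound addition against dopamine controls.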
D1 PAM: enhances dopamine response at the human D1 receptor; potentiation, % at 10 µM; 360,000 tested, 0.036% active; AID 504651; HEK293 TREx D1 cells, calcium flux, dopamine EC20 potentiation; in the data active means potentiation above about 30%; further: 0% is about no effect
Target sequence (P21728 whole entry, looked up): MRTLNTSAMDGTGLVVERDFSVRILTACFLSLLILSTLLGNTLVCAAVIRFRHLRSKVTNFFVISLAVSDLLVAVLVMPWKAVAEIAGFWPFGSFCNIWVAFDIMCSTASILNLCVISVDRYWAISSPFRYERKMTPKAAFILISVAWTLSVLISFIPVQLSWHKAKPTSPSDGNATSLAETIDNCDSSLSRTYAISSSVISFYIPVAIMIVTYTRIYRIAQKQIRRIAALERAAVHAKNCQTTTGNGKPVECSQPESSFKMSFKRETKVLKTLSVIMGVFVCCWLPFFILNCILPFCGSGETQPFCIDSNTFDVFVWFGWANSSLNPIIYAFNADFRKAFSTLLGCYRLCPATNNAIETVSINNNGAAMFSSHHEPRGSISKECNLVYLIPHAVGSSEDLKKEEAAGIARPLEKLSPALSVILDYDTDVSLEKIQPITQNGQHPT
D2 antagonist: antagonists of human D2 dopamine receptor. P14416. HEK293 TREx D2 cells, calcium flux, dopamine EC80. inhibition, % at 10 µM. 340,000 tested, 2% active; in the data active means inhibition above about 30%; further: 0% is about no effect
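Calcium flux kinetic readout in an inducible HEK293 TREx D2 line plated overnight at 30 C. After 180 s compound exposure, an EC80 dopamine challenge follows with another 180 s kinetic read to detect antagonism.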
D1 antag: antagonists of human D1 dopamine receptor; P21728; HEK293 TREx D1 cells, calcium flux, dopamine EC80; hits give low values; activity change, negative = inhibition, % at 10 µM; 360,000 tested, 3.2% active; AID 504652; in the data active means activity change below about -30%; further: on the % scale 0 is the no-effect control and ±100 the full control effect
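Tetracycline-induced HEK293 T-REx cells with force-coupled D1 receptor were loaded with a no-wash calcium dye. Compound was added after a 10 s baseline and read kinetically for 180 s; EC80 dopamine was then added and calcium flux followed another 180 s.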
RXFP1 antagonist: RXFP1 (human) relaxin receptor antagonism; Q9HBX9; HEK293-RXFP1, relaxin-stimulated cAMP HTRF, 30 min; hits give low values; activity change, negative = inhibition, % at 57.5 µM; 350,000 tested, 0.59% active;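 active means activity change of -60% or lower, but not beyond a set lower limit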; further: on the % scale 0 is the no-effect control and ±100 the full control effect
TRHR ag: TRH receptor (human) agonism; TRHR cells, calcium flux fluo-8, FDSS agonist mode; activation, % at 2 µM; 360,000 tested, 0.18% active; further: 0% is about no effect
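Read-out: compound-evoked intracellular calcium rise in TRHR cells, fluo-8 dye, kinetic FDSS fluorescence at 1 s/cycle following a 10-cycle baseline. Cells cultured overnight before dye loading (30 min–1.5 h, RT).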
D1 ag: agonists of human D1 dopamine receptor | HEK293 T-REx D1 cells, calcium flux, agonist mode | activation, % at 2 µM | 360,000 tested, 1% active; further: 0% is about no effect
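Tetracycline-induced HEK293 TREx D1 cells, force-coupled to calcium signalling, were dye-loaded with a no-wash calcium kit. Compound was pin-added after a 10 s baseline. Fluorescence was read kinetically at 1 cycle/s for 180 s, with calcium rises flagged as agonism.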
TRHR enhancer: allosterically enhances the human TRH receptor. enhancement, % at 2 µM. TRHR cells, fluo-8 calcium fluorescence, EC20 TRH enhancement. AID 493056. 360,000 tested, 0.66% active. P34981; in the data active means enhancement above about 30%; further: 0% is about no effect
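Enhancer read-out: after compound pinning and an initial kinetic agonist-mode read, an EC20 of TRH (10 nM final) was injected and fluo-8 calcium signal (Ex 480/Em 530) followed at 1 s/cycle for 100 cycles in TRHR-expressing cells.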
Numbers without * were called inactive; & = joins results of further samples; ! = repeats disagree. Unless noted, no stated cut-off is given here; in the data, active means activation above about 30%; inactive means the rest.

Results for Cc1cc(C)c(S(=O)(=O)NCC2CCC(C(=O)NCCc3ccccc3)CC2)c(C)c1 (configuration not stated) ?
D2 PAM: -8.4; D2 ag: 2.7; D1 PAM: -5.0; D1 antag: -10.9; RXFP1 antagonist: -9.8; TRHR ag: -0.6; D1 ag: 4.5; TRHR enhancer: -3.7

How did CCSc1nnc(-c2ccc(S(=O)(=O)N3CCCC3)cc2)n1C do in these assays?
D2 PAM: -3.4; D2 ag: 0.7; D1 PAM: 2.3; D2 antagonist: -2.0; D1 antag: -9.8; RXFP1 antagonist: -9.8; TRHR ag: -0.3; D1 ag: 3.9; TRHR enhancer: 0.7

What do the screens show for `O=C(O)CCCCCNC(=O)CCn1cnc2ccccc2c1=O`?
D2 PAM: -2.3; D2 ag: 0.8; D1 PAM: -13.0; D2 antagonist: -0.1; D1 antag: -50.6*; RXFP1 antagonist: -0.4; TRHR ag: 0.1; D1 ag: 0.9; TRHR enhancer: -1.9

Results for Cc1ccc(S(=O)(=O)c2cn(CC(=O)Nc3cccc(Cl)c3)c3ccccc3c2=O)cc1 ?
D2 PAM: 8.1; D2 ag: -1.0; D1 PAM: -1.2; D1 antag: -0.3; TRHR ag: -2.2; D1 ag: 12.6; TRHR enhancer: -2.0

What do the screens show for `COC(=O)c1ccc(N/C(C)=C/C(=O)c2ccc(C)o2)cc1`?
D2 PAM: 22.3; D2 ag: 0.4; D1 PAM: 3.5; D2 antagonist: 1.0; D1 antag: 41.7; RXFP1 antagonist: 7.5; TRHR ag: 0.0; D1 ag: -0.8; TRHR enhancer: 2.4

Results for Cc1ccccc1NC(=S)NCc1ccc(Cl)cc1 ?
D2 PAM: 0.1; D2 ag: -0.6; D1 PAM: -10.2; D2 antagonist: -8.3; D1 antag: 3.4; RXFP1 antagonist: -8.5; TRHR ag: 0.1; D1 ag: 1.4; TRHR enhancer: 1.1

Results for C/C(=N\NC(=O)c1[nH]c2c([N+](=O)[O-])cc(C)cc2c1-c1ccccc1)c1cccnc1 ?
D2 PAM: -11.9; D2 ag: -1.5; D1 PAM: -3.5; D2 antagonist: 0.5; D1 antag: 10.4; RXFP1 antagonist: -15.4; TRHR ag: -0.7; D1 ag: 2.7; TRHR enhancer: 4.3

What do the screens show for `CC(=O)N1Cc2ccccc2CC1C(=O)OCC(=O)c1c(N)n(C)c(=O)n(C)c1=O` (configuration not stated)?
D2 PAM: 5.1; D2 ag: 0.2; D1 PAM: -3.8; D2 antagonist: -1.7; D1 antag: 8.5; RXFP1 antagonist: -2.9; TRHR ag: 0.0; D1 ag: 1.3; TRHR enhancer: 12.8

How did CCOC(=O)[C@@H]1[C@H]2COc3cc(OC)ccc3[C@@H]2N2C(=O)N(c3cccc(F)c3)C(=O)[C@@]12C do in these assays?
D2 PAM: 5.7; D2 ag: -0.9; D1 PAM: -3.3; D2 antagonist: -12.2; D1 antag: -12.7; TRHR ag: -0.1; D1 ag: 3.2; TRHR enhancer: -7.3

What do the screens show for `CC1(C)CC(=O)C(C(O)c2ccc([N+](=O)[O-])cc2)C(C)(C)N1` (configuration not stated)?
D2 PAM: -9.0; D2 ag: 0.2; D1 PAM: 2.6; D2 antagonist: -15.8; D1 antag: -23.4; RXFP1 antagonist: 16.4; TRHR ag: 0.1; D1 ag: 4.2; TRHR enhancer: 9.5

How did Cc1cc(C)c(C)c(S(=O)(=O)NCC(=O)NCc2ccco2)c1C do in these assays?
D2 PAM: 14.4; D2 ag: -1.9; D1 PAM: 0.0; D2 antagonist: 1.3; D1 antag: -15.0; TRHR ag: 0.0; D1 ag: 1.0; TRHR enhancer: 3.4

What do the screens show for `COc1ccc2c(c1)C(C)=CC(C)(C)N2C(=O)CSc1nnc(-c2ccc(C)cc2)o1`?
D2 PAM: 6.1; D2 ag: 0.2; D1 PAM: 0.5; D2 antagonist: 8.7; D1 antag: -3.8; RXFP1 antagonist: 7.4; TRHR ag: 0.6; D1 ag: 3.6; TRHR enhancer: -5.5

Results for O=C(Cc1c[nH]c2ccccc12)NCc1cccs1 ?
D2 PAM: -7.8; D2 ag: 0.3; D1 PAM: -10.1; D2 antagonist: -22.8; D1 antag: -2.5; RXFP1 antagonist: 0.7; TRHR ag: -0.5; D1 ag: 1.1; TRHR enhancer: -0.1

Results for COC(=O)CNC(=O)CNC(=O)Nc1ccccc1 ?
D2 PAM: -3.5; D2 ag: 0.1; D1 PAM: 2.1; D2 antagonist: 19.7; D1 antag: 4.6; RXFP1 antagonist: 8.0; TRHR ag: 0.2; D1 ag: -0.3; TRHR enhancer: 1.2

Results for O=C(NCc1csc2ccccc12)Nc1cc(Cl)cc(Cl)c1 ?
D2 PAM: -8.3; D2 ag: 0.9; D1 PAM: 1.2; D2 antagonist: -14.7; D1 antag: -19.6; RXFP1 antagonist: -18.2; TRHR ag: 3.7; D1 ag: 10.1; TRHR enhancer: 1.6

What do the screens show for `Cn1cnnc1SCC(=O)Nc1cc(C(F)(F)F)ccc1N1CCOCC1`?
D2 PAM: 5.2; D2 ag: -0.8; D1 PAM: 4.3; D2 antagonist: -2.6; D1 antag: -3.3; RXFP1 antagonist: -7.7; TRHR ag: 0.2; D1 ag: 3.7; TRHR enhancer: 11.5

Results for O=C(CSc1ncnc2sc3c(c12)CCCC3)c1ccco1 ?
D2 PAM: 5.5; D2 ag: -0.5; D1 PAM: -6.7; D2 antagonist: -11.0; D1 antag: -6.7; RXFP1 antagonist: -3.8; TRHR ag: 0.4; D1 ag: 4.2; TRHR enhancer: 9.8

Results for CN(CC(O)CN1CCOCC1)S(=O)(=O)O (configuration not stated) ?
D2 PAM: 3.7&5.1; D2 ag: 0.5&1.6; D1 PAM: -2.1&-2.8; D2 antagonist: 34.1*!; D1 antag: 36.6&17.2; RXFP1 antagonist: -5.2&-1.4; TRHR ag: 0.6&0.8; D1 ag: 2.1&9.5; TRHR enhancer: 18.2&-2.1

What do the screens show for `Cc1cccc(-c2nsc(SCC(=O)Nc3nccs3)n2)c1`?
D2 PAM: 4.0; D2 ag: -0.3; D1 PAM: 9.5; D2 antagonist: -5.7; D1 antag: -1.9; RXFP1 antagonist: -6.8; TRHR ag: 0.5; D1 ag: 1.7; TRHR enhancer: 0.6

What do the screens show for `COc1ccccc1OCCOCCOc1ccccc1Cl`?
D2 PAM: 15.9; D2 ag: -1.0; D1 PAM: -3.0; D2 antagonist: 12.7; D1 antag: 0.2; RXFP1 antagonist: 18.4; TRHR ag: -2.2; D1 ag: 1.0; TRHR enhancer: -3.2

How did COc1cccc(NS(=O)(=O)c2ccc(C)c(C(=O)N3CCCCC3)c2)c1 do in these assays?
D2 PAM: 10.0; D2 ag: -0.3; D1 PAM: 9.7; D2 antagonist: -11.6; D1 antag: 18.5; RXFP1 antagonist: -0.1; TRHR ag: -0.5; D1 ag: 5.7; TRHR enhancer: -0.9

What do the screens show for `CCOc1ncccc1C(=O)OCC(=O)NC(=O)c1ccccc1`?
D2 PAM: -0.5; D2 ag: -0.3; D1 PAM: -3.5; D2 antagonist: -5.0; D1 antag: 17.5; RXFP1 antagonist: -0.6; TRHR ag: -1.0; D1 ag: 1.0; TRHR enhancer: 8.1

Results for Cc1cccc(NS(=O)(=O)c2ccc(C)c(C(=O)NCC(c3ccccc3)N(C)C)c2)c1 (configuration not stated) ?
D2 PAM: -7.2; D2 ag: 0.5; D1 PAM: 10.1; D2 antagonist: -4.7; D1 antag: 4.2; RXFP1 antagonist: -11.9; TRHR ag: 1.6; D1 ag: 14.9; TRHR enhancer: -3.0

Results for CN(C)C(=O)COC(=O)c1cccnc1Nc1ccccc1F ?
D2 PAM: 0.7; D2 ag: -0.6; D1 PAM: 0.8; D2 antagonist: -15.6; D1 antag: 0.4; RXFP1 antagonist: -2.6; TRHR ag: 0.0; D1 ag: 1.9; TRHR enhancer: 1.3

What do the screens show for `Cn1c(=O)oc2cc(S(=O)(=O)N3CCC(C(=O)NCc4cccs4)CC3)ccc21`?
D2 PAM: -8.1; D2 ag: -0.2; D2 antagonist: -0.9; D1 antag: -2.4; TRHR ag: 0.6; D1 ag: 1.7; TRHR enhancer: -3.5

What do the screens show for `Clc1cccc2sc(N3CCCC3)nc12`?
D2 PAM: -1.6; D2 ag: 0.0; D1 PAM: -5.9; D2 antagonist: 4.3; D1 antag: 0.9; RXFP1 antagonist: -10.7; TRHR ag: 0.0; D1 ag: 0.0; TRHR enhancer: 3.7

What do the screens show for `COc1cccc(CN(C)CC(=O)NC(=O)NCc2ccco2)c1`?
D2 PAM: 1.5; D2 ag: -0.7; D1 PAM: -4.5; D2 antagonist: 11.4; D1 antag: -4.2; RXFP1 antagonist: -9.0; TRHR ag: -0.7; D1 ag: -0.8; TRHR enhancer: 1.5

How did COc1ccc(OC)c(-c2cc(C(=O)Nc3cc(C)on3)no2)c1 do in these assays?
D2 PAM: -39.8; D2 ag: -1.3; D1 PAM: 1.8; D2 antagonist: 38.2*; D1 antag: -12.2; RXFP1 antagonist: -0.2; TRHR ag: -0.6; D1 ag: 1.1; TRHR enhancer: -4.4

What do the screens show for `CCOc1ccccc1NC(=O)CSc1nc2ccccc2nc1Cc1ccc(C)cc1`?
D2 PAM: -8.2; D2 ag: -1.5; D1 PAM: 0.8; D1 antag: -3.0; TRHR ag: 0.8; D1 ag: 8.5; TRHR enhancer: -4.3

Results for CN(CC(=O)Nc1ccc(F)cc1Cl)Cc1cccs1 ?
D2 ag: -3.0; D1 PAM: -9.6; D2 antagonist: 1.0; D1 antag: 15.0; RXFP1 antagonist: -15.3; TRHR ag: -0.4; D1 ag: -0.2; TRHR enhancer: 3.3

What do the screens show for `CC(C)Oc1ccccc1C1CC(=O)Nc2c1c(=O)n(C)c(=O)n2C` (configuration not stated)?
D2 PAM: -13.9; D2 ag: 0.9; D2 antagonist: 24.6; D1 antag: 3.2; TRHR ag: 0.4; D1 ag: 2.7; TRHR enhancer: -7.8

How did O=C(CSc1nccn1-c1ccc(F)cc1)NCc1ccc2c(c1)OCO2 do in these assays?
D2 PAM: 9.5; D2 ag: 2.5; D1 PAM: -1.0; D2 antagonist: 0.7; D1 antag: -0.6; RXFP1 antagonist: 6.0; TRHR ag: -0.9; D1 ag: 0.3; TRHR enhancer: -3.8

Sorted by heavy-atom count (descending): some entries from above.
What do the screens show for `CCOc1ccccc1NC(=O)CSc1nc2ccccc2nc1Cc1ccc(C)cc1`?
D2 PAM: -8.2; D2 ag: -1.5; D1 PAM: 0.8; D1 antag: -3.0; TRHR ag: 0.8; D1 ag: 8.5; TRHR enhancer: -4.3

How did COc1cccc(NS(=O)(=O)c2ccc(C)c(C(=O)N3CCCCC3)c2)c1 do in these assays?
D2 PAM: 10.0; D2 ag: -0.3; D1 PAM: 9.7; D2 antagonist: -11.6; D1 antag: 18.5; RXFP1 antagonist: -0.1; TRHR ag: -0.5; D1 ag: 5.7; TRHR enhancer: -0.9

What do the screens show for `CCOc1ncccc1C(=O)OCC(=O)NC(=O)c1ccccc1`?
D2 PAM: -0.5; D2 ag: -0.3; D1 PAM: -3.5; D2 antagonist: -5.0; D1 antag: 17.5; RXFP1 antagonist: -0.6; TRHR ag: -1.0; D1 ag: 1.0; TRHR enhancer: 8.1
